Screening data: PubChem BioAssay, National Center for Advancing Translational Sciences (NCATS)
AMA1-RON2 inh: AMA1-RON2 (P. falciparum) interaction inhibition | 360,000 compounds, 0.2% hits | AID 720542 | AlphaScreen AMA1-biotinylated RON2 peptide binding | Potency, µM (series often up to 58.2 µM), without a hit: at the top dose activity change, negative = inhibition, most hits filed as inhibitors;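 also: potency is read from the fitted curve at half-maximal effect; 0% = vehicle wells and -100% = peptide control; nearly all actives have a fitted effect of over 45% in size; some results filed as inactive show a strong effect at the top dose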
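AMA1 (3D7) with his tag at 25 nM final met compounds first, then biotinylated RON2 peptide at 25 nM; detection used donor plus acceptor beads, 10 µg/mL apiece, read by AlphaScreen after 30 min at room temperature.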
Sm TGR block: blocks Schistosoma mansoni thioredoxin glutathione reductase. 360,000 compounds, 3% hits. purified TGR, DTNB reduction, TNB absorbance 405 nm. Q962Y6. AID 485364. Potency, µM (doses to about 114 µM), for inactives: at the highest dose activity change, negative = inhibition, usual class: inhibitors; also: potency is read from the fitted curve at half-maximal effect; nearly all actives have a fitted effect of over 60% in size
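TGR 20 nM + NADPH 100 uM (dispensed conc.), cpd preinc 15 min RT; start with NADPH (500 uM addition) then DTNB (15 mM addition). Kinetic TNB absorbance, 405 nm filter. Four-parameter Hill fit across titration.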
Giardia FBPA inh: Giardia lamblia aldolase inhibition; A8B2U2; purified Giardia FBPA; Potency, µM (doses to about 59.6 µM), for the others: at the highest dose activity, negative = inhibition, actives largely listed as inhibitors; 290,000 compounds, 0.71% hits; also: potency is read from the fitted curve at half-maximal effect; nearly all actives have a fitted effect of over 55% in size
Target sequence (A8B2U2 whole entry, looked up): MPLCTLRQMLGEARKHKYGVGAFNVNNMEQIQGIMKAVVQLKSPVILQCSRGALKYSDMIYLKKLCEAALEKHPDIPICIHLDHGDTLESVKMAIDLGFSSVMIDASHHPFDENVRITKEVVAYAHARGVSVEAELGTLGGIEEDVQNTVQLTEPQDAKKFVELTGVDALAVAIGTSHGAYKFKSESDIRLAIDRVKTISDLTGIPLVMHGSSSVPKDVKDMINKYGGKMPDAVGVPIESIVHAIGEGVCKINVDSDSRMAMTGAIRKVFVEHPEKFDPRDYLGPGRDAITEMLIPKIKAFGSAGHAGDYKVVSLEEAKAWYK
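40 nM FBPA preincubated 10 min at RT with compound (up to 57.5 uM final), then substrate plus GAPDH/TPI/NAD/arsenate coupling and diaphorase/resazurin added. Fluorescence read after 20 min at RT, 525/598 nm.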
HCMV inh: inhibitors of human cytomegalovirus; HFF cells, HCMV-luciferase reporter, 72 h; active compounds read low; activity change, negative = inhibition, % at 57.5 µM; 410,000 compounds, 4.5% hits; in the data active = activity change below about -60%; inconclusive = no clear call, values can overlap the other calls; inactive = above about -39%
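Screen run at 2 compound doses on HFFs infected with reporter HCMV, MOI 1 PFU/cell. Luciferase activity from cell lysates at 72 h post infection gave inhibition relative to buffer-only and Salinomycin wells.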
HCV inhibitor: inhibitors of hepatitis C virus infection | AID 651820 | Huh7.5.1 HCVcc-Cre infection, luciferase reporter, 44 h | 340,000 compounds, 3.4% hits | Potency, µM (doses to about 41.8 µM), inactives show at the top dose activity change, negative = inhibition, hits mostly inhibitors; also: potency is read from the fitted curve at half-maximal effect
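Antiviral activity was scored by luciferase reporter output from cells infected with HCVcc-Cre (~0.5 moi) in presence of compound, 44 h infection period, cells seeded 1,000/well 4 h prior.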
AmpC detergent: inhibitors of E. coli AmpC beta-lactamase with detergent; AmpC hydrolysis of nitrocefin, absorbance 480 nm, 0.01% Triton; Potency, µM (doses to about 114 µM), for inactives: at the highest dose activity change, negative = inhibition, actives largely listed as inhibitors; 370,000 compounds, 0.041% hits;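 also: potency is read from the fitted curve at half-maximal effect; 0% = no-compound wells and -100% = no-enzyme wells; nearly all actives have a fitted effect of over 25% in size; some results filed as inactive show a strong effect at the top dose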
Target sequence (P00811 whole entry, looked up): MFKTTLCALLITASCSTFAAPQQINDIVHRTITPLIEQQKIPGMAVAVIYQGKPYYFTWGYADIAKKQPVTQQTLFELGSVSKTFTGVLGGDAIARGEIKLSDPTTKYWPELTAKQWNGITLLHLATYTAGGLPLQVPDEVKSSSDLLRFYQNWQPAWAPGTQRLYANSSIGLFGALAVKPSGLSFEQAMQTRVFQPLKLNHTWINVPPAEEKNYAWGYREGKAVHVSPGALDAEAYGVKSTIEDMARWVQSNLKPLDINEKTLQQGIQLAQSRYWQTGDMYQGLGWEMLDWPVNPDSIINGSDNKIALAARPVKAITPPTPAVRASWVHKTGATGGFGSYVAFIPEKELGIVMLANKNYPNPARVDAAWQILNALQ
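AmpC (5.3 nM in the dispensed reagent) in 20 mM phosphate pH 7.0 with 0.01% (detergent screen) or 0.0001% Triton X-100 was preincubated with compounds for 15 min at room temperature. Nitrocefin was then added from an 800 uM solution, and hydrolysis was followed at 480 nm.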
An asterisk follows results filed as active; ? = inconclusive; . = not tested or not shown; & = joins results of further samples; [ ] = another dose, or the depositor's remark. Unless noted, calls follow the shape of the dose curve; as a rule, active = well fitted curve in the direction sought with a large enough effect; inconclusive = small, poorly fitted or top-dose-only effect, or another doubt; inactive = no such curve, though single readings can be large; an effect the other way counts as inactive or inconclusive. Unless noted, % is scaled to controls: 0 for no effect and ±100 for the full control effect.

SMILES	AMA1-RON2 inh	Sm TGR block	Giardia FBPA inh	HCMV inh	HCV inhibitor	AmpC detergent
CN1C(=O)C(C)(C)c2cc(S(=O)(=O)N3CCC(C(=O)NCc4ccc(F)cc4)CC3)ccc21	0%	27%	12%	74	-9%	-3%
CC(C)CC(NC(=O)C1CCCCC1)C(=O)N1CCC2(CC1)OCCO2 (configuration not stated)	-2%	10%	-2%	44	-2%	-15%
COc1ccc(C2C(C(=O)N3CCN(c4ccc(OC)cc4)CC3)c3ccccc3C(=O)N2C)cc1 (configuration not stated)	16%	-10%	-23%	-2	-27%&10%	-7%
CC(CC(=O)OCC(=O)NC1CCS(=O)(=O)C1)c1ccccc1 (configuration not stated)	10%	.	.	59	5%	.
COc1cc(/C=N/Nc2ccc3ccccc3c2)ccc1OC(=O)c1ccco1	2%	-27%	-17%	30	16%	0%
Cc1sc(N/N=C/C=C/c2ccccc2)nc1-c1ccccc1	52%[activator]	-2%	-2%	27	-19%	5%
CCC(C(=O)OC)n1cnc2c(nnn2-c2ccc(C)cc2)c1=O (configuration not stated)	8%	14%	9%	6	13%	-13%
Cn1c(C(=O)N2CCCC(C(=O)NCCN3CCOCC3)C2)cc2sccc21 (configuration not stated)	5%	0%	-5%	28	15%	-6%
CCOc1ccccc1NC(=S)NCc1ccccc1	0%	10%	3%	7	?	-14%
CC(C(=O)N(C)C1CCS(=O)(=O)C1)N1C(=O)/C(=C/c2ccco2)SC1=S (configuration not stated)	-7%	25µM*	-28%	-93*	-21%	-10%
Cc1sc2nc(C(C)C)nc(SCC(=O)NCc3ccco3)c2c1C	35%[activator]	45µM*	11%	-26	?	-5%
COc1cccc(C(=O)COC(=O)C2CC3CCCC(C2)C3=O)c1 (configuration not stated)	0%	-1%	.	-15	4%	?

Complete entries as entered above. Order of screens: AMA1-RON2 inh | Sm TGR block | Giardia FBPA inh | HCMV inh | HCV inhibitor | AmpC detergent
Listed for COc1cccc(C(=O)COC(=O)C2CC3CCCC(C2)C3=O)c1 (configuration not stated) → 0% | -1% | . | -15 | 4% | ?
Listed for COc1ccc(C2C(C(=O)N3CCN(c4ccc(OC)cc4)CC3)c3ccccc3C(=O)N2C)cc1 (configuration not stated) → 16% | -10% | -23% | -2 | -27%&10% | -7%

Part of the list above, set out differently:
CCC(C(=O)OC)n1cnc2c(nnn2-c2ccc(C)cc2)c1=O (configuration not stated)
  AMA1-RON2 inh: 8%; Sm TGR block: 14%; Giardia FBPA inh: 9%; HCMV inh: 6; HCV inhibitor: 13%; AmpC detergent: -13%

Cn1c(C(=O)N2CCCC(C(=O)NCCN3CCOCC3)C2)cc2sccc21 (configuration not stated)
  AMA1-RON2 inh: 5%; Sm TGR block: 0%; Giardia FBPA inh: -5%; HCMV inh: 28; HCV inhibitor: 15%; AmpC detergent: -6%

Next section
SMILES	AMA1-RON2 inh	Sm TGR block	Giardia FBPA inh	HCMV inh	HCV inhibitor	AmpC detergent
Cc1cnc(C(=O)NC2CCSc3ccccc32)cn1 (configuration not stated)	0%	4%	2%	58	16%	-20%
CCCC1=Nc2cc(C(=O)NCCCN3CCN(C)CC3)ccc2Sc2ccccc21	-13%	-13%	0%	0	?	2%
Cc1ccc(C(=O)N2CCN(c3ncnc4c(C)csc34)CC2)cc1	-11%	-6%	-1%	4	?	1%
CC1C(=O)N(Cc2cccc(F)c2)c2ccccc2N1C(=O)c1ccccc1 (configuration not stated)	-7%	8%	10%	?	?	-2%
Cc1c(Nc2nc3ccccc3nc2NS(=O)(=O)c2cccc(Cl)c2)c(=O)n(-c2ccccc2)n1C	44%[activator]	8%	8%	-11	10%	-1%
O=C(NCc1ccco1)c1cc(-c2ccccn2)nc2ccccc12	-2%	?	2%	22	?	-15%
Cc1oc2nc(SCC(=O)NC3CCCCC3)nc(N)c2c1C	1%	.	.	7	-17%	.
CCOc1ccccc1N(C(=O)c1snc(C(N)=O)c1N)C(C(=O)NCCC(C)C)c1ccco1 (configuration not stated)	2%	-3%[11.4 µM]	-5%	-39	-14%	-19%
Cc1sc2ncn3ncnc3c2c1C	-14%	1%	-1%	?	4%	3%
CCCn1c(-c2ccc[nH]c2=O)nc2ccccc21	1%	17%	-3%	3	-5%	4%
O=C(O)c1cccc(S(=O)(=O)Nc2ccc(Oc3ccccc3)cc2)c1	4%	.	.	-5	-16%	.
C/C(=N\NC(=O)Cc1cccn1C)c1cccs1	-2%[11.6 µM]	-5%	1%	-23	11%	6%
COc1ccc(N2CCN(C(=O)c3ccccc3Br)CC2)c([N+](=O)[O-])c1	?	-1%	8%	-34	-9%	-3%
CCCSc1nc2c(c(=O)[nH]c(=O)n2C)n1C	-11%	-8%	5%	5	2%	-9%
COC(=O)[C@H](Cc1ccccc1)NC(=O)NCCc1ccc(OC)cc1	17%	13%	-1%	-28	23%	6%
CC(C)Cn1c(N)c(C(=O)COC(=O)c2ccncc2)c(=O)n(C)c1=O	1%	-2%	-4%	21	5%	-7%
COc1ccc(CN(Cc2cccnc2)S(=O)(=O)c2ccc(-n3cnnn3)c(OC)c2)cc1	12%	1%	7%	-11	-10%	-4%
CCN(CC)CCCNC(=O)Cn1ncn2cccc2c1=O	-19%	-2%	0%	24	11%	?
COC(=O)c1nn(-c2ccccc2)c(Sc2ccc(Cl)cc2)c1/C=N/O	8%	11%	-5%	11	?	1%
Cc1ccc(CNC(=O)c2cccc3c2C(=O)c2ccc(N4CCOCC4)cc2S3(=O)=O)cc1	-4%	-2%	.	-14	10%	3%
CCc1c(C)sc(NC(=O)c2cc(-c3cccc(Cl)c3)on2)c1C#N	.	1%	.	-19	.	16%
COc1ccc(N2CCN(S(=O)(=O)c3c(C)[nH]c(C)c3C(=O)N3CCCCC3)CC2)cc1	-12%	1%	10%	-36	22%	3%
O=[N+]([O-])c1ccc(Cl)c(/C=N/n2c(-c3ccncc3)n[nH]c2=S)c1	-16%	-4%	-13%	-67*	14%	14%
O=C(c1ccc(S(=O)(=O)N2CCCCC2)cc1)N1CCCc2ccccc21	-11%	2%	5%	-16	5%	2%
O=C(O)CCC(=O)Nc1nc2nccc(-c3ccccc3)n2n1	27%	-13%	?	-1	26%	6%
N=C1SCC(=O)N1c1ncc(Cc2ccccc2Cl)s1	123%[activator]	8%	?	-22	-12%	7%
O=C(N/N=C/c1ccc(Br)cc1)c1cc[n+](Cc2ccccc2)cc1	18%	-4%	-11%	-6	2%	?
Cc1ccc(S(=O)(=O)Nc2ccccc2C(N)=O)cc1	3%	1%	4%	9	27%	-6%
O=C(O)c1cc(-c2ccccc2)nc2nc(N3CCCCC3)sc12	.	-1%	3%	89	.	-2%
CCC1(C)Cc2c(sc3nc(SC)[nH]c(=O)c23)CO1 (configuration not stated)	6%	5%	-8%	?	?	4%
CC(=O)NC1=NC(=O)/C(=C/c2cc(C)n(-c3ccc(NC(C)=O)cc3)c2C)S1	12%	?	-14%	17	?	3%
Brc1c(-c2ccccc2)nc2n1Cc1ccccc1-2	?	-2%	-1%	-84*	?	-2%
O=C(COc1ccc(Cl)cc1)N(c1ccccc1Cl)C1CN2CCC1CC2 (configuration not stated)	-8%	5%	-8%	-2	10µM*	7%
Cc1ccc2c(=O)cc(C(=O)Nc3nc4ccc(Cl)cc4s3)oc2c1	.	3%	.	6	.	12%
COc1ccc(C(=O)NCCCNC(=O)c2ccccn2)cc1	42%[activator]	7%	6%	-28	2%	-3%
CNC(=S)Nc1cccc([N+](=O)[O-])c1	-6%	?	1%	-3	6%	-8%
O=C(CC(c1ccccc1)c1ccco1)N1CCCCC1 (configuration not stated)	.	?	-1%	.	.	-7%
O=C(Nc1ccc(F)cc1)Nc1ccccc1N1CCCCC1	-1%	3%	-7%	-71*	11µM*	1%
COC(=O)C(CC(=O)c1ccc(Cl)cc1)c1ccc(C(C)C)cc1 (configuration not stated)	7%	-3%	0%	46	6%	1%
Cc1ccc(S(=O)(=O)NC23CC4CC(CC(C4)C2)C3)cc1	-9%	3%	.	-33	?	3%
Cc1c(NC(=S)N/C(=N/S(=O)(=O)c2ccccc2)c2ccccc2)c(=O)n(-c2ccccc2)n1C	-3%	-3%	-14%	0	9%	6%
COc1ccc(N(Cc2ccccc2)S(=O)(=O)c2cccc(C(=O)NCC3CCCO3)c2)cc1 (configuration not stated)	-22%	-13%	.	0	?	-1%
COc1cccc(/C=C/C(=O)NNC(=O)c2cc(C)oc2C)c1	50%[activator]	-5%	.	-38	-20%	-13%
COc1cc(NC(=O)CCc2c(C)nn(-c3ccc4nnc(C)n4n3)c2C)cc(OC)c1OC	.	2%	.	?	.	2%
O=C(CCN1C(=O)c2ccccc2C1=O)N1CCOCC1	-8%	0%	5%	37	-1%	?
O=C(Nc1ccccc1)C1=C[C@@H](C2CC2)C[C@@H](OCc2ccc(CO)cc2)O1	11%	-5%	0%	23	0.56µM*	-7%
O=C(NCCc1ccc(Cl)cc1)C1CCN(Cc2cc3ccccc3n2Cc2ccccc2)CC1	.	1%	.	-13	.	-4%
CCCOc1cccc(C(=O)Nc2cc(NC(=O)c3ccco3)ccc2OC)c1	4%	0%	0%	?	?	2%
CN(C)c1ccc(-c2nc(-c3ccncc3)no2)cc1[N+](=O)[O-]	.	?	.	72	.	21%
COc1ccc(C)cc1NC(=O)C1CCN(S(=O)(=O)c2cccc3nonc23)CC1	-7%	-2%&4%	-8%	-23&-7	-9%	-5%&14%
CCOC(=O)c1c(/N=C/c2c(O)n(-c3cccc(C)c3)c(=O)[nH]c2=O)sc2c1CCCC2	-10%	89µM*	-6%	?	5%	?
O=C(C1CCN(S(=O)(=O)N2CCC3(CC2)OCCO3)CC1)N1CCOCC1	-3%	-3%	2%	5	9%	9%
CN(CC(=O)N1CCOCC1)C(=O)CSc1nc2ccccc2s1	-4%	16%	4%	177	20%	1%
CC(C)NC(=O)c1ccccc1NC(=O)c1nsc2ccccc12	.	0%	.	36	.	22%
O=C(Nc1ccccc1-c1nc2ccccc2s1)c1cc(Cl)cc(Cl)c1	.	7%	.	13	.	-7%
COc1ccc(CCn2c(C(C)C)nc3oc4ccccc4c(=O)c3c2=O)cc1	-9%	-2%	1%	?	-27%	1%
CCOC(=O)CSc1nnc(-c2c[nH]c3ccccc23)o1	-4%	2%	-3%	15	3%	10%
C[C@H](CO)N1C[C@H](C)[C@@H](CN(C)C(=O)Nc2ccc3c(c2)OCO3)Oc2c(NC(=O)Cc3ccccc3)cccc2C1=O	0%	.	.	31	?	.
O=C(O)c1cc(-c2ccc(Cl)cc2)n(-c2cccc(Cl)c2)n1	12%	-15%	-5%	-1	-3%	-8%
CN(C)CC[C@@H](c1ccc(Br)cc1)c1ccccn1	-3%	.	0%	?	?	.

Later entries
SMILES	AMA1-RON2 inh	Sm TGR block	Giardia FBPA inh	HCMV inh	HCV inhibitor	AmpC detergent
O=C(NC1CCCCCC1)c1ccc(N2CCCC2=O)cc1	15%	-9%	1%	99	16%	-10%
COc1ccccc1CC(=O)Nc1ccc2nc(Nc3cccc(Cl)c3)cc(C)c2c1	.	6%	.	?	.	14%
Cc1cccc(C(=O)Nc2ccc3oc(-c4cccc5c(Br)cccc45)nc3c2)c1	.	10%	.	12	.	11%
COc1ccccc1C1CC(=O)Oc2c(C(C)C)ccc(C)c21 (configuration not stated)	0%	.	8%[89.2 µM]	-14	?	.
